High-throughput results deposited in PubChem BioAssay by Sanford-Burnham Center for Chemical Genomics.
Rat MKP-3 inhibitors: MKP-3 phosphatase inhibitors, primary screen, biochemical, rat enzyme, in vitro (AID 425); Dual specificity protein phosphatase 6 (Rattus norvegicus); recombinant MKP-3 phosphatase activity, fluorescence; higher % means a stronger effect; inhibition, % at 20 µM; hits with a dose series show IC50 in µM; 0.17% of 110,000 active; in the data active means inhibition above about 50%;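 further: plate controls were vehicle for no effect and reference inhibitor for full effect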
Hsp70 displacement: Hsp70 inhibitors, probe displacement, primary screen, biochemical, fluorescence polarization (AID 583); Hsp70 fluorescence polarization probe displacement, mP; higher % means a stronger effect; one-dose displacement, % at 20 µM; IC50 in µM for titrated hits; 0.06% of 140,000 active; in the data active means displacement above about 50%;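 further: plate controls were vehicle for no effect and reference ligand for full effect; a part of the inactive calls stands beside numbers as strong as those of hits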
* = called active by the depositor; / = no result given; & = joins results of further samples.

cpd | canonical_smiles | Hsp70 displacement | Rat MKP-3 inhibitors
1 | O=C1CSC(c2ccc([N+](=O)[O-])cc2)N1Cc1ccco1 (stereo not drawn) | -3.1% | 0.5%
2 | COC(=O)c1oc2c(c1C)C1(CCC2)SCCS1 | 0.6% | 1.4%
3 | N#CCCn1cc(/C=N/O)c(-c2ccc(Cl)cc2)n1 | 5.9% | /
4 | CCn1c(=N)n(CC(=O)C(C)(C)C)c2ccccc21 | -0.6% | /
5 | CN(C)c1ccc(NC(=O)CCC2CCCCC2)cc1 | 0.1% | 1.3%
6 | Cc1ccc2cc(C(c3nnnn3Cc3ccccc3)N3CCc4ccccc43)c(=O)[nH]c2c1C (stereo not drawn) | -5.9% | /
7 | O=C(c1nc2ccccc2s1)N1CCN(c2ccccn2)CC1 | 2.1% | 4.2%
8 | Cc1cc(C)cc(NCc2ccccn2)c1 | -1.0% | 0.6%
9 | COCCNC(=O)C(c1ccc(C)o1)N(Cc1ccc(F)cc1)C(=O)Cn1nnc2ccccc21 (stereo not drawn) | 6.0% | -1.9%
10 | Cc1ccc(-c2cc(-c3nnc(SCC(=O)N(C)CCC#N)n3N)c3ccccc3n2)cc1 | 5.2% | 10.4%
11 | CCCC(=O)Nc1ccccc1N1CCN(C(=O)C(C)C)CC1 | 3.5% | -2.9%
12 | CC1CC(N(C(=O)c2ccc(Cl)cc2)c2ccccc2)c2ccccc2N1 (stereo not drawn) | -1.2% | -0.1%
13 | CCOc1ccc2nc(NC(=O)CSc3nnnn3C3CCCCC3)sc2c1 | 0.2% | -4.3%
14 | COc1cc(NC(=O)CN2c3cccc4cccc(c34)S2(=O)=O)cc(OC)c1OC | 2.9% | -2.3%
15 | COc1cc(C(=O)OCCN2CCCCC2)ccc1O | 0.2% | -4.1%

The last three entries of the part above come first, to join the parts.
cpd | canonical_smiles | Hsp70 displacement | Rat MKP-3 inhibitors
13 | CCOc1ccc2nc(NC(=O)CSc3nnnn3C3CCCCC3)sc2c1 | 0.2% | -4.3%
14 | COc1cc(NC(=O)CN2c3cccc4cccc(c34)S2(=O)=O)cc(OC)c1OC | 2.9% | -2.3%
15 | COc1cc(C(=O)OCCN2CCCCC2)ccc1O | 0.2% | -4.1%
16 | N#Cc1cccc(C(c2nnnn2C2CCCC2)N2CCCCCC2)c1 (stereo not drawn) | -0.4% | /
17 | O=C(C1CCN(S(=O)(=O)N2CCCC2)CC1)N1CCCCC1 | 5.5% | /
18 | CC(C)c1cc(C(=O)O)n[nH]1 | 9.1% | /
19 | CC(=O)Oc1ccc(C(=O)Nc2ccccc2C(=O)NCC(C)C)cc1 | / | 2.9%
20 | CC1(C)CC(=O)C2=C(C1)Nc1ccccc1NC2c1cccc(F)c1 (stereo not drawn) | 0.2% | 2.6%
21 | Cc1ccc(S(=O)(=O)N2CCN(C(=O)CN3CCOCC3)C2C(C)C)cc1 (stereo not drawn) | 2.0% | -5.7%
22 | CC(=O)Nc1cccc(OCC(O)Cn2cnc3ccccc32)c1 (stereo not drawn) | -4.7% | -3.0%
23 | COc1ccc2c(c1)NC(C)(C)c1sn(-c3ccc(C)cc3)c(=S)c1-2 | -0.2% | 0.2%
24 | Cc1cccc(-n2c(N)c(C(=O)NCCN3CCOCC3)c3nc4ccccc4nc32)c1 | -1.7% | 2.8%
25 | CCN(/C=N/c1sc2c(c1C#N)CCCCC2)CC | 1.5% | /
26 | Cc1ccccc1C(=O)NC1CCN(C(=O)N2CCOCC2)CC1 | 0.9% | /
27 | N#Cc1nc(COc2cccc(Cl)c2)oc1N1CCN(c2ccccc2)CC1 | -3.4% | -5.5%
28 | COc1ccccc1C(=O)NC(=S)Nc1cccc2c(C)cc(C)nc12 | -2.3% | -0.5%
29 | CCC(=O)NC(C)C(c1cccs1)N1CCOCC1 (stereo not drawn) | -1.4% | 2.0%
30 | CC1(C)CC(=O)C=C(Nc2ccccc2C#N)C1 | -0.5% | 1.8%
31 | Cc1cccc(NC(=O)CSc2nc(-c3ccccc3)c(-c3ccccc3)o2)c1C | -0.9% | 3.3%
32 | O=S(=O)(c1ccc(-c2nnc(SCc3ccccc3)o2)cc1)N1CCCC1 | -4.0% | -1.5%
33 | Cc1cc(C)c(C(N)=O)c(Nc2ccc3c(c2)OCCO3)n1 | -0.3% | 3.4%
34 | COc1ccc(CNC(=O)Cc2ccc(Br)cc2)cc1 | 3.7% | 1.2%
35 | Cc1ccc(OCc2nnc(SCc3cc(=O)[nH]c4ccccc34)o2)cc1 | 11.3% | 3.4%
36 | CCCCn1c(N)c(-c2nc3ccccc3s2)c2c([N+](=O)[O-])nn(CC)c(=O)c21 | 2.1% | /
37 | CCOC(=O)/C(C#N)=C1/C=CN(C)C(C)=N1 | -3.2% | -5.9%
38 | Cn1c(N)c(C(=O)COC(=O)C2(c3cccc(F)c3)CCCC2)c(=O)n(C)c1=O | 7.0% | 4.6%
39 | O=C(NCCN1CCOCC1)c1cc(-c2ccccc2)nc2ccccc12 | 2.4% | 1.3%
40 | Cc1ccc(-c2noc(CSc3nnc(-c4cccs4)n3C)n2)cc1 | 6.8% | /
41 | CC1(C)CC(=O)C2=C(C1)N(Cc1ccco1)C(=O)C2(NC(=O)c1cccnc1)C(F)(F)F (stereo not drawn) | 0.4% | 4.0%
42 | Cc1noc(C)c1C(=O)OCC(=O)c1ccc[nH]1 | -2.7% | -10.4%
43 | CCCOc1c(Br)cc(/C=N/O)cc1OC | -0.9% | /
44 | O=[N+]([O-])c1cc2c(c([N+](=O)[O-])c1)Nc1ccccc1N=C2c1ccc(Br)cc1 | 1.0% | 1.8%
45 | COCCOC(=O)C1=C(C)NC2=C(C(=O)CC(C)(C)C2)C1c1cccnc1 (stereo not drawn) | -1.6% | -1.2%
46 | CC1=CC(C)C2(CO)COC(c3ccccc3O)C1C2C (stereo not drawn) | -0.1% | /
47 | COc1ccc(-c2nnc(SCC#N)o2)cc1 | 4.4% | -1.0%
48 | COc1ccc(OC)c(NC(=O)C(=O)N/N=C/c2ccc(C(=O)O)cc2)c1 | 3.3% | 0.0%
49 | COc1ccc(NC(=O)CSc2nc3ccccc3c(=O)n2CCC(=O)N2CCCCC2)cc1 | 4.9% | -5.1%
50 | O=S(=O)(c1ccc(Oc2ccc(Br)cc2F)nc1)N1CCCCC1 | -0.2% | -14.3%
51 | CCOC(=O)/C(C#N)=C\c1cc(C)n(-c2ccccc2)c1C | -0.7% | /
52 | CC1=C(C(=O)OCc2ccccc2)C(c2ccc(O)cc2)NC(=O)N1 (stereo not drawn) | -0.9% | 4.0%
53 | COCCNc1nc(SCC(=O)N2CCN(c3ccccc3)CC2)nc2ccccc12 | -0.3% | -9.1%
54 | Cc1noc(C)c1COC(=O)c1cccc(S(=O)(=O)N2CCCCCC2)c1 | -3.3% | -12.6%
55 | CCOC(=O)C1=C(C)N=c2s/c(=C\c3cc4c(cc3Br)OCO4)c(=O)n2C1c1ccc(OC)cc1 (stereo not drawn) | -0.8% | -0.9%
56 | CC(C)Cn1ccc(=O)n(CC(C)C)c1=O | -3.4% | 0.3%
57 | COc1ccccc1N1CCN(C(=O)CN(c2cc(Cl)ccc2OC)S(=O)(=O)c2ccc(C)cc2)CC1 | 0.3% | -4.2%
58 | CC(C)(C)c1cc(CN2CCCC(O)C2)c(O)c(C(C)(C)C)c1 (stereo not drawn) | 3.7% | -14.6%
59 | O=C(c1ccccc1)N(Cc1cccs1)C1CCS(=O)(=O)C1 (stereo not drawn) | -1.0% | 6.2%
60 | Cc1cc(/C=N/N2C(=O)c3ccccc3C2=O)c(C)n1C | 1.2% | 1.1%
61 | CCc1cc(=O)oc2cc(C)c(CN3CCCC3)c(O)c12 | -2.2% | -8.5%
62 | Cc1c(NC(=O)c2cc3nc(-c4ccc(Br)cc4)cc(C(F)(F)F)n3n2)c(=O)n(-c2ccccc2)n1C | 4.5% | /
63 | CC(C)C(=O)Nc1ccc(C(=O)c2ccccc2)cc1 | -2.9% | /
64 | CN(C)CCN1CC(C(=O)O)CC1=O (stereo not drawn) | 1.7% | 0.5%
65 | CC(C)OC(=O)c1c(-c2ccc(Cl)cc2)csc1N | -3.1% | 5.2%
66 | CC(C)Oc1ccc(-c2cc(C(=O)O)c3ccccc3n2)cc1 | 1.5% | -0.1%
67 | CCn1cc(C(=O)O)c(=O)c2cc(F)c(N3CCNCC3)cc21 | 5.5% | 0.7%
68 | CN(C)S(=O)(=O)N1CCN(C(=O)N2CCOCC2)CC1 | 5.8% | /
69 | Clc1ccc(CN2CCN(/N=C/C=C\c3ccco3)CC2)cc1 | 0.2% | 3.2%
70 | CCOC(=O)Cn1nnnc1CN(CCc1ccccc1)Cc1cc2cc(CC)ccc2[nH]c1=O | -0.2% | /
71 | CCC(=O)Nc1ccc(Oc2ccc3c(c2)C(=O)N(c2ccc(O)cc2)C3=O)cc1 | -3.6% | /
72 | COc1cc(Br)c(/C=C2\C(=O)NC(=S)N(c3ccccc3)C2=O)cc1OC | -5.5% | 7.7%
73 | O=C(Nc1nncs1)C1(c2ccccc2)CCCC1 | -0.7% | 0.5%
74 | COc1ccc(C(NC(=O)c2ccccc2OC)c2ccc(OC)cc2)cc1 | 3.5% | 4.4%
75 | O=C(Nc1ccccc1Oc1ccccc1)c1ccc(Br)o1 | / | 4.3%

More records follow:
cpd | canonical_smiles | Hsp70 displacement | Rat MKP-3 inhibitors
76 | O=C1c2ccccc2NC(c2ccc3c(c2)OCO3)N1Cc1ccccc1 (stereo not drawn) | 1.1% | 0.5%
77 | CCOC(=O)c1c(NC(=O)Cc2ccc(Cl)cc2)sc(C(=O)Nc2cccc(OC)c2)c1C | 0.9% | 3.2%
78 | O=CN1CCN(C(=O)CN2C(=O)c3ccccc3C2=O)CC1 | -2.8% | -9.3%
79 | COc1ccc2cc(CN(CCO)C(=O)c3ccccc3F)c(=O)[nH]c2c1 | 4.2% | -7.0%
80 | O=c1oc(-c2ccco2)nc2ccccc12 | -1.7% | 1.5%&2.5%
81 | CCOC(=O)c1cccc(NC(=O)CCn2cccc2)c1 | 5.5% | -4.6%
82 | CC(C)(C)c1cc(N2C(=O)C(=O)/C(=C(/O)c3ccc(Cl)cc3)C2c2ccc([N+](=O)[O-])cc2)no1 (stereo not drawn) | -3.8% | 0.4%
83 | Cc1cc(-c2nnc(SCC(=O)N3C(C)CCCC3C)o2)no1 (stereo not drawn) | 0.9% | -4.1%
84 | CCOC(=O)CNC(=O)c1sc(NC(=O)c2ccccc2F)nc1C | 2.9% | -7.6%
85 | CC1C(=O)C(C)C(c2cccs2)NC1c1cccs1 (stereo not drawn) | 1.7% | -5.2%
86 | CCOC(=O)CNC(=O)c1ccccc1Br | 0.3% | -11.7%
87 | Cc1ccc(C(=O)Nc2cccc(C(=O)N3CCN(C)CC3)c2)cc1 | 4.8% | /
88 | COc1ccccc1-c1c(C(F)(F)F)oc2cc(OCC(=O)O)ccc2c1=O | -0.8% | 5.2%
89 | O=C(O)CCc1ccc(-c2ccc(Cl)cc2)n1Cc1ccco1 | -3.3% | -5.7%
90 | COC(=O)/C(=C\Nc1cccc2ccccc12)[N+](=O)[O-] | -2.4% | -0.2%
91 | Cc1cccc(N2CCN(S(=O)(=O)c3ccc(F)cc3)CC2)c1C | -1.6% | 3.6%
92 | CC(=O)NC(CCS(C)(=O)=O)C(=O)Nc1ccc2c(c1)OCCO2 (stereo not drawn) | 2.2% | /
93 | COc1nc2c(s1)C(=O)NCCC2 | -1.4% | 4.3%
94 | Cc1cc(C)c2c(n1)nn1c(NCCCN(C)C)cc(C)nc21 | 1.8% | -0.5%
95 | COc1ccc(N2C(=O)C(Cl)=C(Nc3cc(OC)ccc3OC)C2=O)cc1 | -6.8% | 0.1%
96 | COc1ccc(NC(=O)c2cc([N+](=O)[O-])ccc2N2CCOCC2)cc1 | -3.6% | 2.3%
97 | O=C(O)CCCN=C1NC2(CCCC2)Cc2ccccc21 | 7.1% | /
98 | CC(=O)c1cc(-c2ccc(F)cc2)n(CCC(=O)Nc2cc(C)[nH]n2)c1C | -6.5% | -1.3%
99 | COc1ccccc1NC(=O)c1c(N)sc2c1CCCC2 | 1.3% | 1.3%
100 | CCC(=O)N(Cc1cc2cc(OC)ccc2[nH]c1=O)c1cc(C)ccc1C | 4.2% | -12.3%
101 | COCC(C)n1c(SCC(=O)NC(=O)Nc2ccc3c(c2)OCCO3)nc2ccccc2c1=O (stereo not drawn) | -1.4% | 1.9%
102 | Cc1c(NC(=O)CSc2n[nH]c(-c3ccccc3)n2)c(=O)n(-c2ccccc2)n1C | -3.4% | /
103 | Cc1occc1C(=O)Nc1ccc(S(=O)(=O)N2CCCC2)cc1 | 4.0% | -7.4%
104 | CC(CN1c2ccccc2Sc2ccccc21)N(C)C (stereo not drawn) | -0.6% | 0.9%
105 | CCCn1c(=O)c(C(=O)Nc2ccc(F)cc2)c(O)c2ccccc21 | 0.7% | -0.2%
106 | CCOc1nc(Oc2cccc(C(=O)O)c2)nc(Oc2cccc(C(=O)O)c2)n1 | 7.4% | 0.6%
107 | COc1ccc(C(=O)N2CCC(C(=O)NCc3ccccn3)CC2)cc1 | -1.4% | 9.2%
108 | O=C1N/C(=C\c2ccccc2)c2ccccc21 | 1.4% | -5.3%
109 | O=c1c2ccccc2nc(-c2ccc(Cl)c(Cl)c2)n1O | -0.8% | /
110 | CCn1c(Cc2c(C)[nH]c3ccccc23)n[nH]c1=S | -1.4% | 7.5%
111 | COc1ccc(OC)c(CN(CCCN2CCOCC2)S(=O)(=O)c2ccc(NC(C)=O)cc2)c1 | -0.5% | -1.3%
112 | C=CCNC(=O)/C(=C\C=C\C)NC(=O)c1ccccc1 | -4.0% | -0.2%
113 | CCOn1c(=O)c(-c2cccs2)[n+]([O-])c2ccccc21 | 32.6%&29.0% | 3.3%
114 | O=C(CCS(=O)(=O)c1ccc(Br)cc1)N1CCN(Cc2ccccc2)CC1 | -1.1% | 5.2%
115 | COCCNC(=S)Nc1ccc(F)cc1 | 0.1% | -0.6%
116 | Cc1cc(Nc2ccccc2)c2c([N+](=O)[O-])cc(C)c(C)c2n1 | -2.5% | 2.9%

An excerpt; the hit share may differ from the screen's.
